Compound activity (PubChem)
human PMI inhibitors – human PMI inhibitors, high substrate, primary screen, biochemical, fluorescence intensity, high mannose 6-phosphate (AID 1220); Mannose-6-phosphate isomerase (Homo sapiens); recombinant PMI enzyme, coupled fluorescence intensity; higher % means a stronger effect; inhibition, % at 20 µM; hits with a dose series show IC50 in µM; 190,000 compounds, 0.66% hits
Salmonella PhoP GFP – inhibitors of PhoP regulon expression, primary screen, Salmonella Typhimurium, GFP reporter (AID 1863) | S. Typhimurium PhoP-regulated promoter GFP reporter, 4 h; higher % means a stronger effect | inhibition, % at 50 µM, or IC50 in µM where a hit was titrated | 300,000 compounds, 0.16% hits;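 active = inhibition over 29.93%, a cutoff 3 SD above the screen mean, later confirmed by dose response; inconclusive = inhibition over 29.93% but no dose response follow-up; inactive = inhibition at most 29.93% or unconfirmed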;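 note: 0% = low Mg2+ inducing control and 100% = high Mg2+ repressing control; strong numbers were not always called active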
RSV CPE inhibition – RSV antiviral activity via CPE protection, HEp-2 cells, primary 10 µM value included (AID 2391). HEp-2 cells, RSV-induced CPE inhibition; higher % means a stronger effect. CPE inhibition, % at 10 µM; hits with a dose series show IC50 in µM. 310,000 compounds, 0.13% hits; in the data active = a potency from the dose series; inconclusive = CPE inhibition mostly from about 23% at the one dose, without a potency; inactive = the rest, 99 in 100 with CPE inhibition below about 21%; note: strong numbers were not always called active
WT yeast gro inh – growth inhibition of WT strain, primary screen, mitochondrial fusion inhibitor project, WT and mutant strains, chemical genetic | mitochondrial fusion phenotypic screen | inhibition, % at 10 µM | 190,000 compounds, 2.1% hits | AID 1362, 2008; in the data active = inhibition above about 58%; tested in S. cerevisiae
TNAP activation fold – human TNAP enzyme activators, primary screen, biochemical, luminescent, no phosphate acceptor, uHTS (AID 1001) | purified TNAP, luminescent activation assay, no phosphate acceptor; higher activation fold means a stronger effect | activation fold at 20 µM; hits with a dose series show EC50 in µM | 200,000 compounds, 0.03% hits | Alkaline phosphatase, tissue-nonspecific isozyme (Homo sapiens); in the data active = activation fold from about 3, or a potency from the dose series; inactive = the rest, 99 in 100 with activation fold below about 1.6; note: many of its hits are not listed in these tables
PMI inhibitors – inhibitors of human PMI, primary screen, biochemical, fluorescence intensity, coupled assay (AID 1209). purified PMI enzyme, coupled fluorescence intensity; higher % means a stronger effect. inhibition, % at 20 µM, or IC50 in µM where a hit was titrated. 190,000 compounds, 0.42% hits;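 note: plate controls were DMSO vehicle for no effect and wells lacking substrate for full effect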
XIAP antagonists – XIAP antagonists, biochemical, IAP family, fluorescence polarization (AID 1018); E3 ubiquitin-protein ligase XIAP (Homo sapiens); XIAP BIR domain, fluorescence polarization peptide displacement; higher % means a stronger effect; one-dose displacement, % at 20 µM; IC50 in µM for titrated hits; 200,000 compounds, 0.007% hits; in the data active = displacement above about 50%; note: a part of the inactive calls stands beside numbers as strong as those of hits
SIAH1 antagonists – Siah-1 peptide-binding antagonists, primary screen, biochemical, fluorescence polarization, rhodamine-plectin, uHTS (AID 1817). E3 ubiquitin-protein ligase SIAH1 (Homo sapiens). Siah-1 / rhodamine-plectin peptide fluorescence polarization; higher % means a stronger effect. displacement, % at 20 µM; hits with a dose series show IC50 in µM. 290,000 compounds, 0.02% hits;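 active = displacement of at least 50% at 20 µM, with a fluorescence ratio check between 0.3 and a set limit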;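 note: plate controls were Siah plus tracer with DMSO for no effect and tracer alone without Siah for full effect; strong numbers were not always called active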
Myeloid diff 2 – induction of myeloid progenitor differentiation, primary screen, cell-based, flow cytometry, MLPCN library. ER-HoxA9 myeloid progenitors, lysozyme-GFP differentiation. calls only at 10 µM. 360,000 compounds, 1% hits. AID 624256, 2012;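 active = normalized GFP-positive differentiation at or above the plate's own cutoff, the solvent-only control mean plus 3 SD; inconclusive = no clear call, values can overlap the other calls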;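 note: cells exposed to compound for four days before flow analysis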
WT yeast gro inh mutant strain – recorded beside WT yeast gro inh, whose call it bears; inhibition, %; mitochondrial fusion phenotypic screen, mutant strain inhibition
Myeloid diff 2 GFP+ MAC1+ % – further read-out of Myeloid diff 2, marked with its call; GFP+ MAC1+ double positive, %; measured here: differentiation confirmed by MAC1 staining
* hit, by the source's call; i = inactive; ? = inconclusive; nt = not tested or not shown. Cut-off read from the data, not from the text of the source, unless noted: active = inhibition above about 50%; inactive = the rest.

SMILES	human PMI inhibitors	Salmonella PhoP GFP	RSV CPE inhibition	WT yeast gro inh	WT yeast gro inh mutant strain	TNAP activation fold	PMI inhibitors	XIAP antagonists	SIAH1 antagonists	Myeloid diff 2	Myeloid diff 2 GFP+ MAC1+ %
CCCOc1ccc(N2C(=O)CC(N(CCc3ccccc3)C(=O)c3ccccc3)C2=O)cc1 (stereo unspecified)	-6.2%	1.2%	1.2%	3.9	-13.0	1	-5.8%	-8.8%	-0.5%	i	0.0
CCc1nnc2n1N=C(c1ccc(Br)cc1)CS2	nt	-2.8%	9.0%	nt	nt	nt	nt	nt	-2.0%	i	0.3
CCOC(=O)c1ccc(NC(=O)CSc2nnc(-c3cccs3)n2CC)cc1	15.1%	2.5%	2.3%	2.7	4.2	1	14.2%	-4.0%	13.0%	i	7.4
COc1ccccc1C1(CC(=O)O)CCOC(C)(C)C1 (stereo unspecified)	-6.1%	-2.2%	0.8%	5.3	0.0	1	-9.0%	-0.5%	2.3%	i	0.5
C=CCNC(=O)CN(c1cccc(Br)c1)S(C)(=O)=O	0.4%	-5.9%	2.0%	-9.3	-57.3	1.1	5.4%	0.2%	1.9%	i	1.3
COc1cc(C(=O)OC(C)CN2CCCCC2)cc(OC)c1OC (stereo unspecified)	nt	-8.0%	0.2%	nt	nt	nt	nt	nt	-1.1%	i	0.7
O=C(Nc1ccc(SC(F)F)cc1)C1=COCCO1	9.2%	2.5%	2.1%	2.2	-8.2	1.2	4.5%	-0.6%	1.8%	i	3.8
Cc1ccc(NC(=O)Cn2cc3c(n2)CCC(C)C3)cc1 (stereo unspecified)	16.2%	3.5%	1.6%	13.2	0.1	1.1	15.4%	1.8%	6.3%	i	0.8
Cc1ccc(C2=NC(C)(C)NC2=O)cc1	-1.4%	2.4%	-0.4%	-7.1	4.8	1.2	-2.8%	-1.3%	4.1%	i	1.0
Cn1nnnc1SCc1cc(=O)[nH]c2ccccc12	3.3%	9.4%	4.9%	-19.4	-10.7	1.1	7.5%	-1.1%	5.0%	i	1.6
CCC(C)C(=O)Nc1nnc(SCC(=O)Nc2ccccc2F)s1 (stereo unspecified)	2.8%	-1.2%	6.2%	-16.9	2.4	1.1	-1.9%	-6.8%	-1.7%	i	1.6
S=C(NCc1ccc(Cl)cc1Cl)Nc1ccccc1	10.2%	13.0%	4.3%	53.3	18.8	1.2	9.0%	-0.9%	12.4%	i	0.6
O=c1c(Cc2c(F)cccc2Cl)c(O)ccn1C1CC1	1.1%	6.5%	0.9%	-1.0	-0.3	1.1	-6.9%	-1.8%	3.0%	i	0.5
CCN(CC)S(=O)(=O)c1cccc(C(=O)Nc2cc(C)cc(C)c2)c1	2.3%	-6.5%	10.8%	0.4	-9.5	1.1	6.8%	1.4%	-1.3%	i	0.0
Cc1ccc(-c2csc(NC(=O)CSC3=NCCS3)n2)cc1	12.6%	3.8%	2.4%	41.2	13.2	1.1	17.5%	-1.5%	9.2%	i	1.1
CCOC(=O)Cn1nc(C)c(NC(=O)COc2ccccc2)c1C	2.1%	1.8%	0.7%	-12.3	6.3	1.1	3.0%	-1.7%	-1.6%	i	0.6
Cc1ccc(C(=O)Oc2ccccc2N2C(=O)C3CCC(C)CC3C2=O)cc1 (stereo unspecified)	13.7%	-7.4%	2.3%	22.0	22.1	1.1	20.3%	-2.5%	-0.7%	i	1.7
Cc1ccc(NC(=O)CSC(C)c2nc3ccccc3c(=O)[nH]2)cc1 (stereo unspecified)	nt	-7.8%	1.0%	nt	nt	nt	nt	nt	-5.3%	i	1.1
O=C(NCC(c1cccnc1)N1CCOCC1)c1ccco1 (stereo unspecified)	-16.0%	-1.0%	1.0%	71.2*	18.2*	1.1	-4.5%	-7.4%	1.4%	i	0.8
COc1cc(/C=N/NS(=O)(=O)c2ccc(C)c([N+](=O)[O-])c2)ccc1O	-17.8%	9.0%	-1.5%	-0.8	12.3	1.1	-34.6%	-12.1%	-6.2%	i	0.2
O=C(O)CC(NC(=O)c1ccco1)c1ccco1 (stereo unspecified)	nt	2.6%	-0.1%	nt	nt	nt	nt	nt	-0.7%	i	0.9
CC(=O)c1cccc(NC(=O)CCCN(C)S(=O)(=O)c2ccc(F)cc2)c1	nt	4.6%	1.2%	nt	nt	nt	nt	nt	-2.6%	i	1.3
Cc1cc(C(=O)C(=O)NC(C)C)c(C)n1-c1ccc([N+](=O)[O-])cc1	-0.6%	9.6%	-0.8%	-17.8	-77.4	1.1	-7.9%	-2.9%	-5.7%	i	14.5
O=C(CSc1cc(Cl)ccc1Cl)NCCCn1ccnc1	nt	4.0%	1.0%	nt	nt	nt	nt	nt	-5.4%	i	0.2
C=CCn1c(SCC(=C)C)nc2c1c(=O)[nH]c(=O)n2C	nt	-6.8%	11.7%	20.7	6.0	nt	nt	nt	6.6%	i	0.9
Remaining list, next part
SMILES	human PMI inhibitors	Salmonella PhoP GFP	RSV CPE inhibition	WT yeast gro inh	WT yeast gro inh mutant strain	TNAP activation fold	PMI inhibitors	XIAP antagonists	SIAH1 antagonists	Myeloid diff 2	Myeloid diff 2 GFP+ MAC1+ %
O=C(Nc1ccccc1)N1CCc2ccccc21	-10.2%	4.9%	1.3%	23.9	16.5	1.1	-5.7%	-6.5%	0.9%	i	0.5
O=[N+]([O-])c1ccc(OCCn2cnc3ccccc32)cc1	-7.9%	3.6%	?	-6.8	3.0	1	-2.4%	-8.3%	18.7%	i	0.5
CCOC(=O)N1CCC(NC(=O)Cc2ccccc2)CC1	nt	-9.6%	1.6%	nt	nt	nt	nt	nt	-0.1%	i	0.1
CC(C)=CCCC(C)CN1CCC(O)CC1 (stereo unspecified)	-5.0%	-4.3%	-0.8%	16.9	6.0	1.1	5.5%	-3.9%	6.6%	i	6.7
O=C(NCCc1ccccc1)c1ccccc1NS(=O)(=O)N1CCCC1	8.4%	-11.3%	4.0%	-3.6	41.6	1.1	10.7%	0.1%	-0.6%	i	16.4
CCOC(=O)c1ccc(CN(Cc2ccc(C)cc2)S(=O)(=O)c2cccc([N+](=O)[O-])c2)cc1	-10.0%	1.7%	1.2%	-4.6	-9.0	1.1	-8.8%	-3.4%	1.1%	i	0.5
Cc1cccc(C)c1NC(=O)CSc1nnc(-c2ccco2)n1N	2.0%	4.8%	-0.1%	1.6	0.3	1.1	5.8%	-4.2%	-6.3%	i	0.6
COc1ccc(NC(=O)CC2C(=O)N(C)C(=S)N2Cc2ccco2)cc1 (stereo unspecified)	-0.2%	1.3%	1.8%	-7.3	10.8	1.1	9.1%	0.5%	4.9%	i	1.4
CCc1nccn1S(=O)(=O)c1cc(OC)c(Cl)cc1OC	-6.4%	10.7%	2.6%	11.7	9.0	1.1	-2.8%	-2.9%	8.0%	i	0.2
O=C(c1ccccc1)N1CCN(C2CC3CCC2C3)CC1 (stereo unspecified)	7.5%	8.7%	-1.5%	11.2	0.1	1	10.2%	-6.7%	5.9%	i	0.4
O=C(/C=N/NC(=O)c1ccc(Cl)cc1Cl)c1ccccc1	nt	-3.5%	1.7%	nt	nt	nt	nt	nt	-1.7%	i	0.0
O=C(CCC1CCCC1)Nc1cccn(Cc2ccccc2Br)c1=O	nt	-6.2%	-0.1%	nt	nt	nt	nt	nt	11.3%	i	0.2
Cc1nccn1CCC1CCCCN1C(=O)CCc1nnc(-c2ccsc2)o1 (stereo unspecified)	9.6%	-5.0%	-2.0%	-19.7	-15.1	1	18.7%	-3.4%	0.8%	i	0.1
COC(=O)c1cc(Cl)c(NC(=O)Cc2ccccc2)cc1OC	4.4%	6.3%	3.9%	9.5	2.6	1.1	7.4%	-3.8%	5.2%	i	0.5
Cc1ccc(NC(=S)N/N=C/c2ccc(Cl)c([N+](=O)[O-])c2)cc1	-35.3%	-5.5%	nt	4.9	10.9	1.1	-25.5%	-6.3%	4.7%	i	5.4
NC(=O)CCCc1nc(-c2ccccc2)no1	nt	-10.6%	1.2%	nt	nt	nt	nt	nt	1.9%	i	0.8
Cc1cccc(C)c1NC(=O)C(c1ccccc1)N1CCOCC1 (stereo unspecified)	-10.9%	2.6%	1.9%	4.8	-6.4	1.1	-7.0%	-3.8%	8.6%	i	1.1
COc1cccc(C(=O)Nc2ccncc2)c1OC	nt	1.1%	4.0%	nt	nt	nt	nt	nt	3.2%	i	0.5
CC(=O)Nc1c(O)c2ccccc2[nH]c1=O	17.5%	2.4%	0.8%	-3.8	3.8	1.1	20.2%	-6.6%	1.9%	i	0.1
CCN1CCN(C(=S)Nc2ccc(Cl)cc2)CC1	4.5%	3.6%	0.9%	5.2	2.7	1.1	9.0%	-4.8%	-4.8%	i	0.5
CC(=O)Nc1ccc(N=NN2CCOCC2)cc1	-35.5%	6.0%	-0.9%	-6.3	-31.8	1.1	-30.6%	-2.9%	5.3%	i	1.3
C[N+](C)(C)C(Cc1ccccc1)C(=O)[O-] (stereo unspecified)	nt	8.6%	0.1%	nt	nt	nt	nt	nt	-5.4%	i	2.0

Compounds shown so far with an aryl thioether with sulfur outside any ring (7):
SMILES	human PMI inhibitors	Salmonella PhoP GFP	RSV CPE inhibition	WT yeast gro inh	WT yeast gro inh mutant strain	TNAP activation fold	PMI inhibitors	XIAP antagonists	SIAH1 antagonists	Myeloid diff 2	Myeloid diff 2 GFP+ MAC1+ %
CCOC(=O)c1ccc(NC(=O)CSc2nnc(-c3cccs3)n2CC)cc1	15.1%	2.5%	2.3%	2.7	4.2	1	14.2%	-4.0%	13.0%	i	7.4
O=C(Nc1ccc(SC(F)F)cc1)C1=COCCO1	9.2%	2.5%	2.1%	2.2	-8.2	1.2	4.5%	-0.6%	1.8%	i	3.8
Cn1nnnc1SCc1cc(=O)[nH]c2ccccc12	3.3%	9.4%	4.9%	-19.4	-10.7	1.1	7.5%	-1.1%	5.0%	i	1.6
CCC(C)C(=O)Nc1nnc(SCC(=O)Nc2ccccc2F)s1 (stereo unspecified)	2.8%	-1.2%	6.2%	-16.9	2.4	1.1	-1.9%	-6.8%	-1.7%	i	1.6
O=C(CSc1cc(Cl)ccc1Cl)NCCCn1ccnc1	nt	4.0%	1.0%	nt	nt	nt	nt	nt	-5.4%	i	0.2
C=CCn1c(SCC(=C)C)nc2c1c(=O)[nH]c(=O)n2C	nt	-6.8%	11.7%	20.7	6.0	nt	nt	nt	6.6%	i	0.9
Cc1cccc(C)c1NC(=O)CSc1nnc(-c2ccco2)n1N	2.0%	4.8%	-0.1%	1.6	0.3	1.1	5.8%	-4.2%	-6.3%	i	0.6
